Screening results: PubChem BioAssay, several laboratories
PKA-R1A act: activators of PKA-R1A holoenzyme, primary screen, biochemical, fluorescence polarization, Cy5-IP20, bovine R1A, mouse PKAc; PKA-R1A dissociation; scaled: DMSO 0%, 113 µM cGMP 100%; activation, % at 11.4 µM; actives 0.083% (n = 340,000); AID 504707, 2011;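 active = percent activation above the mean of all tested compounds plus 3 SD, cut at about 19% in these data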;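 also: higher means more PKAc released from R1A so a rise in polarization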
Ecoli viability: E. coli V3065 growth inhibition, primary screen, counter-screen for AddAB inhibitor project, absorbance, OD600 | 18 h | actives 0.27% (n = 330,000) | inhibition, % at 11.9 µM;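 active = inhibition above the campaign's mean inhibition across all tested compounds plus 3 SD, cut at about 9.9% in these data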;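 also: uninfected addAB+ strain grown without phage in ampicillin broth; 0% = DMSO wells and 100% = ciprofloxacin 0.95 µg/ml wells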
OPRM1-OPRD1 inv: inverse agonists of MOR-DOR heterodimerization, primary screen, cell-based, luminescence | Mu-type opioid receptor (Homo sapiens) + Delta-type opioid receptor (Homo sapiens), … | cell-based MOR-DOR heterodimer luminescence, inverse agonism | inhibition, % at 9.3 µM | actives 0.21% (n = 340,000) | AID 504357, 2011; in the data active = inhibition above about 22%, passing the limit was not always enough;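 also: 0% = cells with DMSO and 100% = wells without cells with DMSO; values of inactives mirror those of a sister screen read the other way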
Target sequence (P35372 whole entry, looked up): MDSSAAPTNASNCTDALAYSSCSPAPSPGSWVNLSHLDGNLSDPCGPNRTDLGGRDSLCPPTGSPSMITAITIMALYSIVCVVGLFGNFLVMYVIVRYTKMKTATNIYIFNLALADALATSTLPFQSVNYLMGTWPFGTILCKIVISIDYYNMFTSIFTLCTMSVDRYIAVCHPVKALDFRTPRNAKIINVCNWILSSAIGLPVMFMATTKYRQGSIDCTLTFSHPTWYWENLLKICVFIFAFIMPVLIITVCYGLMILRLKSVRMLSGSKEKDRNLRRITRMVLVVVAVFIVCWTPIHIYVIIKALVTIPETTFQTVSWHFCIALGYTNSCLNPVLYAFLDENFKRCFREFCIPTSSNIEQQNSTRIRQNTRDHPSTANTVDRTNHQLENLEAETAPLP
Target sequence (P41143 whole entry, looked up): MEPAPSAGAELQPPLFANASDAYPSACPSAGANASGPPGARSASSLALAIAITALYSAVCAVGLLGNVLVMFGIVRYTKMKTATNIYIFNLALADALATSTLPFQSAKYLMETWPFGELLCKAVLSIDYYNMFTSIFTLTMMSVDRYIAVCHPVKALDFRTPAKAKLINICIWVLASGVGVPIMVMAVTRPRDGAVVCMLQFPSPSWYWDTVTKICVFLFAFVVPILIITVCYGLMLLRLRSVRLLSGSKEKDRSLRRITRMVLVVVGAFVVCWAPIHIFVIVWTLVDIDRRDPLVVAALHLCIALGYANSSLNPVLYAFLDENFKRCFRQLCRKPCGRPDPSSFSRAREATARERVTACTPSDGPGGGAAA
Tat export inh: E. coli Tat export inhibitors, primary screen, MC4100, TorA-mCherry reporter, fluorescence, single point | actives 0.036% (n = 340,000) | inhibition, % at 10 µM | AID 488895, 2010;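 active = mean replicate inhibition at least 50% and at least half of replicates individually reaching 50%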;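 also: exported cargo escapes ClpAP degradation while cytoplasmic cargo is degraded and loses fluorescence; 0% = median of neutral control wells and 100% = median of NaSCN control wells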
phage Ecoli inh: growth loss of phage-infected E. coli, primary screen, RecBCD inhibitor project, absorbance, with phage, HTS | inhibition, % at 11.9 µM | actives 0.26% (n = 360,000) | AID 651602, 2012; in the data active = inhibition above about 11%
PfHsp90 set2: growth inhibition of PfHsp90-expressing yeast, primary screen, antimalarial PfHsp90 inhibitor project, S. cerevisiae, BacTiter-Glo luminescence, single point, set 2. BacTiter-Glo ATP, 48 h; yeast lacking PDR1 and PDR3 efflux regulators. inhibition, % at 9.4 µM. AID 504621, 2011. actives 0.32% (n = 310,000);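 active = every replicate shows inhibition above about 80%, whatever the replicate mean, limit read from the data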;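 also: 0% = DMSO neutral controls and 100% = 20 µM radicicol positive controls; yeast relying on Plasmodium falciparum Hsp90 in place of its own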
PKA-R2B activ: activators of PKA-R2B holoenzyme, primary screen, biochemical, fluorescence polarization, Cy5-IP20, human. cAMP-dependent protein kinase catalytic subunit beta (Homo sapiens) + cAMP-dependent …. PKA-R2B holoenzyme dissociation; R2B truncated from residue 108, S112A mutant; 0% DMSO only, 100% 113 µM cGMP. activation, % at 11.4 µM. actives 0.079% (n = 340,000). AID 504700, 2011;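 active = activation above a cutoff set at the mean over all compounds plus 3 SD, cut at about 18% in these data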;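 also: higher means more holoenzyme dissociation and a rise in polarization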
AddAB inh: growth inhibition of E. coli expressing H. pylori AddAB, primary screen, AddAB inhibitor project, absorbance. inhibition, % at 11.9 µM. actives 0.29% (n = 330,000). AID 435030, 2010; in the data active = inhibition above about 12%;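 also: 0% = vehicle wells of infected cells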
SUMO Mot1 rescue: yeast Mot1-301 growth rescue at high temperature, primary screen, SUMOylation pathway inhibitor project, S. cerevisiae, ATP luminescence, 38.5C; growth rescue, % at 18.8 µM; actives 1% (n = 320,000); S. cerevisiae Mot1-301 growth rescue; percent above DMSO median, 100 means doubled;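 active = every valid replicate shows activation above 250% relative to neutral control wells; inactive = the rest, any valid replicate at or below 250%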;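 also: OY570 slx delta 5 strain wells were the positive control but not used for scaling; some compounds called inactive have numbers as strong as hits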
MOR-DOR ag: agonists of OPRM1-OPRD1 heterodimerization, primary screen, cell-based, luminescence | Mu-type opioid receptor (Homo sapiens) + Delta-type opioid receptor (Homo sapiens), … | cells | activation, % at 9.3 µM | actives 0.3% (n = 340,000) | AID 504326, 2011; in the data active = activation above about 18%;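 also: 0% = vehicle-treated cells and 100% = reference agonist; values of inactives mirror those of a sister screen read the other way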
HTR5A inv ag: HTR5A inverse agonists in luminescence cell assay, primary screen, counter-screen for OPRM1-OPRD1 heterodimer inverse agonist project, full-deck HTS. actives 0.083% (n = 340,000). AID 504634, 2011. inhibition, % at 9.3 µM. HTR5A cell line, inverse agonism; in the data active = inhibition mostly above about 23%, no sharp cut-off; inactive = mostly below about 18%;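 also: 0% = cells with DMSO and 100% = no-cell wells with DMSO; some compounds called inactive have numbers as strong as hits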
An asterisk follows results filed as active; · = not tested or not shown.

Molecule	PKA-R1A act	Ecoli viability	OPRM1-OPRD1 inv	Tat export inh	phage Ecoli inh	PfHsp90 set2	PKA-R2B activ	AddAB inh	SUMO Mot1 rescue	MOR-DOR ag	HTR5A inv ag
Cc1sc2nc(SCC(=O)N3CCCCC3)[nH]c(=O)c2c1C	-8	-1.2	12	-4	-0.6	2	-5	-1.5	-16	-2.5	-11
CCc1ccc(-c2nn(-c3ccccc3C)cc2C(=O)N2CCN(C3CCS(=O)(=O)C3)CC2)cc1 (stereo unspecified)	5	-3.9	17	0	1.5	·	-3	-2.0	-3	-3.9	-17
COc1ccc(-c2cc(C(F)(F)F)n3nc(C(=O)N4CCCC4)cc3n2)cc1	9	1.5	3	0	1.4	-16	1	4.6	0	-0.5	6
Cc1csc(NC(=O)C2CCN(S(=O)(=O)c3ccc4c(c3)oc(=O)n4C)CC2)n1	-7	1.0	7	2	2.1	-8	-8	-0.3	12	-1.4	17
O=C(Oc1c(-c2ccccc2)c(=O)n2c3c(cccc13)CC2)c1cccc([N+](=O)[O-])c1	·	1.3	·	-3	1.3	12	·	1.5	2	·	·
O=C(O)c1ccc(CSc2n[nH]c(-c3ccco3)n2)cc1	-16	-1.2	17	-6	1.1	23	-2	0.5	10	-3.5	20
Cc1ccc(N=Cc2nc(/C=C/c3cccc([N+](=O)[O-])c3)oc2O)cc1	-7	1.6	9	-1	1.5	3	-1	1.8	-13	-1.6	23
Clc1ccc(CSc2nnc(-c3ccncc3)o2)c(Cl)c1	7	-2.9	-11	-6	1.2	·	10	-0.2	21	2.1	-16
COc1ccc(CNC(=O)C2CCN(S(=O)(=O)c3ccc4nc5c(c(C(=O)O)c4c3)CC(C)CC5)CC2)cc1 (stereo unspecified)	2	-0.2	8	-1	0.8	-71	9	2.9	-2	-1.5	-12
Cc1cc(NS(=O)(=O)c2ccc(NC(=O)Nc3ccccc3)cc2)no1	6	1.1	14	-5	1.2	14	-3	2.1	-9	-2.8	-7
CN(CCc1ccccc1)C(=O)c1ccc(NC(=O)Cc2ccc(NC(=O)C3CCCN(C(=O)C4CCCC4)C3)cc2)cc1 (stereo unspecified)	-3	·	10	-1	4.5	0	-4	·	·	-2.1	-17
COc1cc2c(cc1OC)-c1cc(N3CCCCCC3)nc(=O)n1CC2	-5	-0.6	9	2	0.1	-4	-7	1.8	67	-1.6	-4
CCCc1cc(NCc2ccccn2)n2c(nc3ccccc32)c1C#N	3	2.5	3	-2	0.9	·	-3	2.9	·	-0.7	-2
O=C(NC12CC3CC(CC(C3)C1)C2)c1cc2nc(-c3ccco3)cc(C(F)(F)F)n2n1	-8	1.1	-1	-2	·	-64	-11	5.8	20	0.2	12
CC(=O)c1ccc(NC(=O)COc2ccccc2C(=O)Nc2ccc(C)cn2)cc1	-10	1.0	-12	-18	4.6	1	-4	1.1	-2	2.4	15

(further entries)
Molecule	PKA-R1A act	Ecoli viability	OPRM1-OPRD1 inv	Tat export inh	phage Ecoli inh	PfHsp90 set2	PKA-R2B activ	AddAB inh	SUMO Mot1 rescue	MOR-DOR ag	HTR5A inv ag
CCN(CC)CCN(Cc1cc2cc3c(cc2[nH]c1=O)OCO3)C(=S)NCCCN(C)C	1	0.7	11	-1	2.5	1	7	0.5	15	-2.4	-16
CCC1(O)CC(c2ccccc2)=NN1C(=O)c1ccccc1F (stereo unspecified)	6	-0.4	12	4	0.0	3	0	2.6	31	-2.3	-14
CCOC(=O)C1CCN(C(=O)CNC(=O)Cn2c(C)cc3ccccc3c2=O)CC1	-7	0.3	-2	-10	-0.7	20	1	1.2	4	0.3	1
CCC1CCCCN1C(=O)c1nn2cccnc2c1Cl (stereo unspecified)	3	1.2	13	4	3.6	11	3	2.4	8	-3.0	-2
Cc1ccc(C2=NN(C(=O)CCCC(=O)O)C(c3ccc4c(c3)OCO4)C2)cc1 (stereo unspecified)	-5	1.1	13	-4	2.2	-1	-4	1.2	-14	-2.8	-15
Cc1cc(=O)[nH]c2c1c(C)nn2C1CCOC(C)(C)C1 (stereo unspecified)	7	0.1	12	-4	1.2	-28	-12	0.9	-1	-2.1	-5
COc1ccc(C2C(C#N)=C(N)Oc3n[nH]c(C)c32)cc1Cn1nc(C)c([N+](=O)[O-])c1C (stereo unspecified)	-3	1.4	8	-6	0.0	·	-2	0.4	4	-1.6	14
Nc1cccc(-n2cccc2)c1	-8	-0.5	3	-1	1.4	-3	-15	-1.0	-1	-0.6	4
CC(=O)c1ccc(OCC(=O)N2CCCC2c2ccc3c(c2)OCCCO3)cc1 (stereo unspecified)	-2	1.5	-3	-5	2.5	8	1	-1.1	1	0.6	-5
CN(C(=O)c1cccc(NC(=O)Cc2ccc([N+](=O)[O-])cc2)c1)C1CCC1	6	-0.5	-7	9	-0.5	-2	0	-2.2	11	1.3	-22
COc1cccc(Nc2ncnc3ccccc23)c1	-13	1.1	19	-2	3.4	-27	-5	2.3	-13	-3.4	1
O=C(c1cc(-c2ccc3c(c2)OCO3)on1)N1CCN(c2ccccc2)CC1	-12	-0.2	-19	0	3.9	·	-5	1.6	4	3.4	-9
O=C1[C@@H]2[C@@H]3C[C@@H]([C@H]4ON=C(c5ccc(Cl)cc5)[C@@H]34)[C@@H]2C(=O)N1C1CCCCC1	-10	0.4	-15	12	5.0	16	0	5.6	17	2.7	-21
Cc1cnc2ncc3sccc3c2c1	-3	1.2	1	-4	1.9	2	5	5.2	-11	-0.3	12
O=C(NNS(=O)(=O)c1ccc(Cl)cc1)c1cc(-c2ccccc2)nc2ccccc12	-8	-2.0	-35	5	5.9	5	-11	1.9	124	6.5	-9

Later entries.
Molecule	PKA-R1A act	Ecoli viability	OPRM1-OPRD1 inv	Tat export inh	phage Ecoli inh	PfHsp90 set2	PKA-R2B activ	AddAB inh	SUMO Mot1 rescue	MOR-DOR ag	HTR5A inv ag
CS(=O)(=O)N1CCC(C(=O)Nc2cc(Cl)ccc2Cl)CC1	-11	-3.3	2	-4	1.2	0	1	-0.3	11	-0.4	3
Cc1cccc(C)c1NC(=O)C(c1ccccc1)N1CC(=O)Nc2ccccc21 (stereo unspecified)	2	0.3	6	0	1.3	-4	3	-0.6	8	-1.2	22
Cc1nn(-c2ccccc2)c2sc(C(=O)OCc3nnc(-c4ccccc4)o3)cc12	14	-1.5	-4	-2	1.4	-14	16	2.7	6	0.8	3
Cc1cccc(N2CC(C(=O)Nc3ccc4c(c3)OCO4)CC2=O)c1C (stereo unspecified)	-7	-2.2	9	-16	1.3	-19	-2	-0.3	6	-1.5	12
CCS(=O)(=O)NCc1cn2ccsc2n1	3	4.7	12	-5	1.4	-7	-18	3.6	0	-2.5	1
Cc1nn(CC(=O)NCCC2=CCCCC2)c(C)c1S(=O)(=O)N(C)C	-6	0.6	11	3	2.5	·	1	1.7	-26	-2.8	-9
COc1cc(C2=NOC(C(=O)Nc3ccc(C)cc3)C2)cc(OC)c1OC (stereo unspecified)	-13	0.8	9	-3	1.5	9	-8	0.1	-15	-1.6	-3
C=C(C)Cn1c(SCC(=O)O)nnc1-c1ccccc1	-2	0.9	13	-5	0.8	3	4	-0.2	2	-2.9	-15
CC(=O)c1ccc(S(=O)(=O)N2CCN(CC(=O)Nc3ccnn3C3CCCC3)CC2)cc1	-3	·	10	3	4.0	-14	-6	·	·	-2.0	-1
Cc1cc(C)c2[nH]c(=O)c(CN(CC3CCCO3)C(=S)Nc3ccccc3)cc2c1 (stereo unspecified)	-7	-1.6	9	-3	0.8	0	2	4.4	272	-1.7	-29
CC(C)COc1ccc(C(=O)Nc2ccc(SC(F)F)cc2)cc1	5	-0.5	-14	12	4.5	-15	-5	-2.0	-6	2.8	-3
Cc1ccc(OCCOC(=O)Nc2ccccc2)cc1	0	-1.3	-18	-5	2.3	15	1	4.5	-16	3.5	4
OCC[C@@H]1C[C@@H](O)[C@H](O)[C@]2(CCCc3ccccc3O2)O1	10	-1.2	7	1	3.6	2	-13	3.1	-4	-1.2	29
C/C(=N/NC(=O)c1cccs1)c1ccc(N2CCOCC2)cc1	-5	1.1	13	1	0.3	-2	-9	0.5	-4	-2.0	-20
O=C(Nc1ccc(SC(F)F)cc1)c1ccccc1F	-8	2.0	4	-1	6.1	2	-9	1.3	-25	-0.7	0

(continued)
Molecule	PKA-R1A act	Ecoli viability	OPRM1-OPRD1 inv	Tat export inh	phage Ecoli inh	PfHsp90 set2	PKA-R2B activ	AddAB inh	SUMO Mot1 rescue	MOR-DOR ag	HTR5A inv ag
CCOC(=O)c1sc(-c2ccccc2)nc1C	3	0.1	-3	-11	3.3	5	-3	3.0	35	0.6	-4
Cc1cc(C)n2nc(N)c(N=Nc3cccc(Cl)c3)c2n1	6	-2.2	-6	-4	4.7	-9	1	-1.8	21	0.9	-10
CS(=O)(=O)N(CC(=O)N1CCOCC1)c1cccc(F)c1	12	-1.6	16	-7	2.4	3	2	5.0	2	-3.2	9
Cc1ccc(O)c(CNc2cnc3ccccc3c2)c1	-11	1.1	9	9	2.3	-12	1	-0.5	2	-1.9	-8
CC(C)CCNC(=O)Cc1c(C(=O)O)[nH]c2ccc(Cl)cc12	-4	1.5	11	10	3.1	7	3	4.3	-15	-2.4	5
COc1c2ccc(C(=O)NCc3cc(C(F)(F)F)cc(C(F)(F)F)c3)cc2nn1C	-10	-0.5	5	7	3.5	·	-23	3.5	51	-0.9	-3
Cc1ccc(S(=O)(=O)N2CCN(Cc3nnc(-c4c(-c5ccccc5)noc4C)o3)CC2)cc1	-6	0.3	10	-5	1.5	-35	10	0.9	6	-2.5	3
COC(=O)c1[nH]c2ccc(C)cc2c1NC(=O)c1ccccc1[N+](=O)[O-]	-5	3.5	0	-10	2.0	14	-6	1.7	-3	0.0	19
COCCn1nnnc1C(C(C)C)N1CCC(Cc2ccccc2)CC1 (stereo unspecified)	-10	0.0	-17	4	-1.5	17	1	1.9	-8	2.9	0
O=C(Cn1nc(-c2ccccc2)ccc1=O)N1CCOCC1	4	-0.4	10	7	2.1	-3	-2	0.4	-4	-1.8	4
COc1ccccc1C1=Nn2c(nnc2C2CCCCC2)SC1	9	-4.3	10	5	1.4	4	3	1.0	354*	-1.8	-12
CCOC(=O)N1CCN(C(=O)C2CCN(C(=O)Nc3ccccc3)CC2)CC1	16	0.8	6	-1	-0.2	·	4	-2.0	4	-1.3	6
